TEAD-YAP block = TEAD-YAP interaction inhibition. 1.4% of 640,000 active. AID 1259422. inhibition, % at 9.12 µM. HEK-TIYL cells, TEAD-Gal4/YAP UAS-luciferase luminescence; in the data active = inhibition above about 32%;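 note: 0% = median of test compound wells and 100% = reference inhibitor wells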
MITF primary = inhibitors of human MITF; O75030; AlphaScreen MITF homodimerization, bead proximity signal; inhibition, % at 2.6 µM; 0.91% of 650,000 active; in the data active = inhibition above about 50%;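 note: 0% = vehicle wells with protein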
Target sequence (O75030 whole entry, looked up): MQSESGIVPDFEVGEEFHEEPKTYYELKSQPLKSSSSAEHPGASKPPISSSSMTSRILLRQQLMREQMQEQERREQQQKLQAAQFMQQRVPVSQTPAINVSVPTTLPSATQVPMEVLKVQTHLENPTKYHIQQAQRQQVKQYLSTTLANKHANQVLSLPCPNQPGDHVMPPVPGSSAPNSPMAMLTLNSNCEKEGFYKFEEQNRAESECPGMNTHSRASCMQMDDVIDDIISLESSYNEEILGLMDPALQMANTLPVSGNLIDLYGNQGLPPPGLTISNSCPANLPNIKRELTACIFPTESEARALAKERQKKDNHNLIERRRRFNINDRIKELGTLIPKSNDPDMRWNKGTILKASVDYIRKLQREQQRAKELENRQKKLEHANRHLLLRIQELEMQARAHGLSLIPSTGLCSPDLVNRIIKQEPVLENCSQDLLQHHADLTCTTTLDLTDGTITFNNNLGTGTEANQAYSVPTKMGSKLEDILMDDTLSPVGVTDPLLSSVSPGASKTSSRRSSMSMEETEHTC
FBW7 activator = human FBW7 E3 ligase activation, primary screen. AlphaScreen FBW7–phospho-cyclin E peptide binding, activator screen. AID 1259310. 0.13% of 650,000 active. normalized activity (activation), % at 26.1 µM; in the data active = normalized activity above about 1.9%;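 note: purified mutant Fbw7 with reduced substrate affinity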
GPR151 activ = activates the human receptor GPR151; Q8TDV0; PathHunter beta-arrestin GPR151 cells, luminescence; activation, % at 11.2 µM; 1% of 650,000 active; AID 1508602; in the data active = activation above about 4.9%;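 note: 0% = median of compound wells and 100% = cells with positive control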
Target sequence (Q8TDV0 whole entry, looked up): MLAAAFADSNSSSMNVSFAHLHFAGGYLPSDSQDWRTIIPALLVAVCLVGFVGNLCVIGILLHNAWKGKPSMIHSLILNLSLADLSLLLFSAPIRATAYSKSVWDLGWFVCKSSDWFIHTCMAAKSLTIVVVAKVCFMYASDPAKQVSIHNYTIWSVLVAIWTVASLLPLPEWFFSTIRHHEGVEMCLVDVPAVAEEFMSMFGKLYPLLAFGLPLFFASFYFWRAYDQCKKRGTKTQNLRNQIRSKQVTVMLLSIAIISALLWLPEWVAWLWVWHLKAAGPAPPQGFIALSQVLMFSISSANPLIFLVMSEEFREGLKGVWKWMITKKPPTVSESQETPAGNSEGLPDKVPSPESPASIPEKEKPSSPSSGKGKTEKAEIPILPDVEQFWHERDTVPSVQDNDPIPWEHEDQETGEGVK
The depositor's hits bear a star.

SMILES	TEAD-YAP block	MITF primary	FBW7 activator	GPR151 activ
C/C(=N\NC(=O)c1ccc(F)cc1F)c1c(C)nnn1-c1nonc1N	-11	0	0.0	-0.2
CCOC(=O)CNC(=O)/C(=C/c1ccccc1[N+](=O)[O-])NC(=O)c1ccccc1	0	-19	0.1	-2.0
Nc1nonc1N=NN(Cc1ccc(Cl)cc1Cl)c1nonc1N	10	73*	-0.1	2.2
O=C(CCCCC(=O)N/N=C/c1ccc2c(c1)OCO2)N/N=C/c1ccc2c(c1)OCO2	8	15	0.4	-0.7
Cc1ccccc1-n1ncc(C(C)NC(=O)Cn2cnnn2)c1C (stereo not given)	-8	1	-0.2	-0.6
O=C(CCn1c(=S)[nH]c2ccccc2c1=O)NCC1CCCO1 (stereo not given)	-1	9	-0.1	0.9
COc1ccc(-c2noc(N3CCC(C(=O)NCCN4CCN(C)CC4)CC3)n2)cc1	-1	-8	-0.1	0.3
Cc1c(C(=O)Nc2ccccc2C(N)=O)cccc1[N+](=O)[O-]	3	-10	-0.2	-1.0
CCOC(=O)c1cc(CC)sc1NC(=O)c1ccc(N2CCOCC2)c([N+](=O)[O-])c1	-4	-5	-0.1	-0.6
Cc1ccc(NC(=O)CSC2=C(C#N)C(c3cccs3)C3=C(CCCC3=O)N2)c(C)c1 (stereo not given)	4	23	-0.1	-1.3
Clc1cccc(N2CCN(c3nc(Cc4ccccc4)nc4sc5c(c34)CCCC5)CC2)c1	13	8	0.0	0.2
COC(=O)c1ccccc1C(=O)Oc1coc(CSc2ncccn2)cc1=O	-4	-11	0.1	-0.2
COc1ccc(/C=C2\C(=O)Nc3ccc(Br)cc32)cc1O	-12	18	-0.1	0.7
COC(=O)C1=C(C)Nc2ncnn2C1c1ccc(Br)cc1 (stereo not given)	-2	1	0.1	-0.4
O=C(Nc1ccc(O)cc1)c1c(O)c2cccc3c2n(c1=O)CCC3	-4	-8	-0.2	0.2
COc1ccc(C(=O)n2c(=O)n(C(C)C)c3ncccc32)cc1	1	-1	0.4	3.3
COc1cc(C(=O)NCc2cccc(C(F)(F)F)c2)nc(OC)n1	4	0	0.0	0.4
O=C(Cc1cc(=O)[nH]c(SCc2ccccc2F)n1)N1CCc2ccccc21	7	12	0.0	4.0
CCOC(=O)c1c(NC(=O)C(c2ccccc2)c2ccccc2)sc2c1CCC(C)C2 (stereo not given)	1	4	0.0	1.0
COc1cc(/C=N/Nc2ccccc2C)cc(OC)c1O	0	7	0.1	-0.9
Cc1nnsc1C(=O)NC1(c2ccc3c(c2)OCO3)CCCC1	-2	12	0.0	0.3
Cc1nc2sccn2c1C(=O)NCc1cccnc1	3	6	0.1	0.0
CC12CCCCC1=NC(c1ccc([N+](=O)[O-])cc1)=[N+]2[O-] (stereo not given)	7	0	-0.1	-0.7
COc1ccc(/C=C/C(=O)OC(C(=O)NC(N)=O)C(C)C)cc1OC (stereo not given)	5	6	0.4	0.4
O=C(NCc1ccccc1)C1CCN(C(=O)Cc2ccccc2)CC1	1	9	0.1	-0.3
SMILES	TEAD-YAP block	MITF primary	FBW7 activator	GPR151 activ
O=C(N/N=C/c1cccnc1)c1nc(-c2ccccc2)cc(-c2ccccc2)n1	0	-3	0.1	3.0
Cc1cc(C)n(-c2nc3c(c(=O)n(Cc4ccc(F)cc4)c(=O)n3C)n2CCC(C)C)n1	-3	1	-0.2	-0.5
Cc1c(N=Cc2sc3ccccc3c2O)c(=O)n(-c2ccccc2)n1C	-5	10	-0.1	-0.4
COc1ccc(S(=O)(=O)N2CCCC2C(=O)Nc2ccc(F)cc2)cc1 (stereo not given)	-10	10	0.8	0.8
CCOc1cc(/C=C2/C(=N)N3N=C(C(F)(F)F)SC3=NC2=O)ccc1OCCOc1ccc(C2CCCCC2)cc1	3	-5	-0.1	-1.2
Cc1ccc(C)c(NC(=O)c2ccc(NS(=O)(=O)c3cccc4cccnc34)cc2)c1	4	21	0.1	-1.1
O=C(NCCc1cccc2ccccc12)c1ccc2ccccc2n1	-31	-2	0.2	-0.7
COc1cc(C(=O)Nc2cc(C(=O)Nc3cccc(C(C)=O)c3)ccc2N2CC3CC(C2)c2cccc(=O)n2C3)cc(OC)c1OC (stereo not given)	-2	9	0.1	0.1
Cc1nc2sccn2c1CN1CCN(Cc2ccc(F)cc2)C(CCO)C1 (stereo not given)	-10	15	0.1	-1.8
CCOC(=O)NC(CC(=O)O)c1ccc(OC)c(OC)c1 (stereo not given)	3	-9	-0.1	-0.1
Cc1ccccc1C(=O)Nc1ccc(-c2ccc([N+](=O)[O-])cc2)cc1	-24	-3	0.1	2.2
C=CCc1c(C)[nH]c2ccc(OC)cc2c1=S	-2	-6	-0.8	-1.0
Cc1ccc(Cl)cc1N1CCN(S(=O)(=O)c2c(C)noc2C)CC1	6	-2	0.1	1.0
CC1=C(C(=O)Nc2ccccc2C)C(c2cccc(Br)c2)NC(=O)N1 (stereo not given)	8	13	0.3	-1.0
COc1ccc2c(c1)CC(c1nc3ccc(-c4ccnc(N)c4)cc3o1)CO2 (stereo not given)	15	3	0.6	0.3
CNC(=S)NCCc1cc2ccc(OC)cc2[nH]c1=O	-10	-7	0.0	2.9
CCCn1nc(NS(=O)(=O)c2ccccc2)c2cc3ccccc3nc21	-19	0	0.0	-0.7
CC1(C)Cc2ccccc2C(=C(C#N)C#N)N1	-4	7	-0.2	2.1
C/C(=C1/SC(=S)N(CCC(=O)O)C1=O)c1ccc(F)cc1	-1	-29	-0.2	-0.5
O=C(O)c1coc(CNC(=O)c2cocc2C(=O)O)c1	9	64*	0.1	0.0
O=C(CN1C(=O)NC2(CCSC2)C1=O)Nc1ccc(OCc2ccccc2)cc1 (stereo not given)	5	1	0.1	-1.5
Oc1ccc(CCNc2nc(Nc3ccc4ncccc4c3)nc3nc[nH]c23)cc1	45*	11	0.1	-0.4
COc1ccc(C2CC(c3ccc(Cl)cc3)Nc3nnnn32)cc1 (stereo not given)	10	-5	0.0	-0.4
CCCCOc1ccc(C(=O)NCC(=O)O)cc1	-5	-2	-0.1	-0.1
CCCC1=NN2C(=N)/C(=C/c3ccc(OCc4ccc(F)cc4)cc3)C(=O)N=C2S1	-24	12	0.0	-3.1
SMILES	TEAD-YAP block	MITF primary	FBW7 activator	GPR151 activ
CCCCC1CN(CCC(=O)NCCc2ccccn2)Cc2ccccc2O1 (stereo not given)	3	-13	0.1	-1.6
O=C1CC(c2ccccc2)c2cc(Cl)ccc2O1 (stereo not given)	0	16	-0.1	-0.9
COC(=O)c1ccc(NC(=O)CSc2ccc3nnc(-c4ccc(OC)cc4)n3n2)cc1	15	-1	0.0	-0.7
Cc1ccc(Nc2nc3nonc3nc2NC2CCCCC2)cc1C	5	-8	0.0	-1.0
CCN(CC)CCNC1CCN(c2ccc(NC(=O)c3cccc(Cl)c3)cc2)CC1	-35	14	-0.1	1.2
FC(F)(F)c1cccc(CNc2nc(Nc3ccccc3)nc3nc[nH]c23)c1	3	-3	-0.1	3.7
COC(=O)COc1cccc(NC(=O)c2ccccc2I)c1	-4	-2	-0.2	2.6
O=C(CCc1ccccc1)NC(NC(=O)CCc1ccccc1)c1ccc(OCc2cccc3ccccc23)cc1	3	-3	0.0	-0.8
O=C(Nc1ccc(NC(=O)c2cccs2)cn1)c1cccc(F)c1	-53	3	0.2	0.0
CC(=O)C1=C(C)OC(N)=C(C#N)C1c1ccccc1C (stereo not given)	-6	-6	-0.1	-0.1
Cc1ccc([N+](=O)[O-])cc1-c1ccc(/C=N/NC(=O)c2cccnc2)o1	7	0	-0.3	-1.0
Cc1ccccc1-n1nc2c(c1NC(=O)C1CC1)CS(=O)(=O)C2	-8	-5	0.1	-0.3
CC1=C(C(=O)NCc2cccs2)C2(CCCCC2)OC1=O	14	-3	0.0	0.3
CCOC(=O)c1c(NC(=O)Cn2nc([N+](=O)[O-])c(Cl)c2C)sc2c1CCC(C(C)(C)C)C2 (stereo not given)	7	-2	-0.1	0.9
COc1ccc2c(c1)C[C@@H](C(=O)Nc1ccc(-c3cn[nH]c3)cc1OCCCO)CO2	5	-4	0.6	0.1
Cc1ncc(CN2CCCC(C(=O)Nc3ccc(-c4cccc(F)c4)cc3)C2)n1C (stereo not given)	-5	-4	-0.1	-0.5
COc1ccc(Cl)cc1NC(=O)c1cc2c(CO)cnc(C)c2oc1=Nc1ccccc1	-7	-5	-0.1	0.0
CC(=O)Nc1ccc(NC(=O)Cc2cn(-c3ccc(Nc4ccnn4C)nn3)c3ccccc23)cc1	10	1	-0.1	0.2
NC1=C(Nc2ccccc2)C(=O)c2ccccc2C1=O	-70	44	-0.6	-2.3
CN(C)c1cccc(C(=O)OCc2ccc([N+](=O)[O-])cc2Cl)c1	-2	4	0.1	0.1
O=C(CN1CCCC1)Nc1cccc(Cl)c1Cl	6	11	0.5	-1.0
CC(C)N(C)Cc1nnnn1CC(=O)N1CCCN(Cc2cccs2)CC1	-18	-18	0.3	-1.5
O=C(NC1=NCCS1)C12CC3CC(CC(C3)C1)C2	12	3	0.9	-1.0
O=C1NC(=Nc2ccccc2)S/C1=C\c1ccc(-c2ccc([N+](=O)[O-])cc2Cl)o1	0	-2	-0.1	-1.3
COc1ccc(/C=C(\NC(=O)c2ccc(C)cc2)C(N)=O)cc1	7	4	0.0	0.5

Given with each value named: 4 of the compounds above
CCOC(=O)c1c(NC(=O)Cn2nc([N+](=O)[O-])c(Cl)c2C)sc2c1CCC(C(C)(C)C)C2 (stereo not given)
  TEAD-YAP block = 7
  MITF primary = -2
  FBW7 activator = -0.1
  GPR151 activ = 0.9

COc1ccc2c(c1)C[C@@H](C(=O)Nc1ccc(-c3cn[nH]c3)cc1OCCCO)CO2
  TEAD-YAP block = 5
  MITF primary = -4
  FBW7 activator = 0.6
  GPR151 activ = 0.1

Cc1ncc(CN2CCCC(C(=O)Nc3ccc(-c4cccc(F)c4)cc3)C2)n1C (stereo not given)
  TEAD-YAP block = -5
  MITF primary = -4
  FBW7 activator = -0.1
  GPR151 activ = -0.5

COc1ccc(Cl)cc1NC(=O)c1cc2c(CO)cnc(C)c2oc1=Nc1ccccc1
  TEAD-YAP block = -7
  MITF primary = -5
  FBW7 activator = -0.1
  GPR151 activ = 0.0

Random excerpt: 4 compounds from above, in no set order.
SMILES	TEAD-YAP block	MITF primary	FBW7 activator	GPR151 activ
O=C(CN1CCCC1)Nc1cccc(Cl)c1Cl	6	11	0.5	-1.0
COc1ccc2c(c1)C[C@@H](C(=O)Nc1ccc(-c3cn[nH]c3)cc1OCCCO)CO2	5	-4	0.6	0.1
Cc1ccccc1-n1nc2c(c1NC(=O)C1CC1)CS(=O)(=O)C2	-8	-5	0.1	-0.3
Cc1ncc(CN2CCCC(C(=O)Nc3ccc(-c4cccc(F)c4)cc3)C2)n1C (stereo not given)	-5	-4	-0.1	-0.5

Continued:
SMILES	TEAD-YAP block	MITF primary	FBW7 activator	GPR151 activ
CCCCOc1ccc(S(=O)(=O)NCc2ccccc2)cc1	-6	-10	-0.2	3.7
O=C(CNS(=O)(=O)c1cc(C(F)(F)F)ccc1Cl)N1CCCCCC1	6	4	0.0	-1.2
CCNC(=S)N/N=C(\C)c1cccc(C(F)(F)F)c1	-7	-10	0.0	-1.0
COCCNc1nc(-c2ccc(O)cc2)ccc1C(=O)NCCNC(C)=O	1	21	0.1	0.1
CCCCCCC(CO)(CO)CO	10	7	0.0	0.1
COC(=O)c1ccc(C(=S)N2CCCCC2)cc1	9	-7	-0.2	0.5
c1ccc(OCCn2c(SCc3nc4ccccc4[nH]3)nc3ccccc32)cc1	-21	-10	-0.1	-1.1
Cc1ccc2c(c1)C1NC(=S)N(c3ccccc3C)C(C)(O2)C1C(=O)N(C)C (stereo not given)	11	14	-0.3	-1.6
COc1ccc(C[C@@H]2NC(=O)[C@H]3CN(C(=O)c4cc(F)ccc4F)CCN3C2=O)cc1	-14	-3	-0.2	-1.3
N#C/C(=C\c1c(Oc2ccc(Cl)cc2Cl)nc2ccccn2c1=O)C(N)=O	2	6	0.0	-12
CC(=O)c1ccc(N=Cc2c(O)ccc3ccccc23)cc1	-7	1	-0.4	-0.6
COc1ccc(C(=O)NCCc2csc3nc(-c4cccc(C)c4)nn23)c(OC)c1	7	5	0.0	-1.1
O=C(CN1C(=O)c2ccccc2C1=O)Nc1ccccc1I	-1	-2	-0.1	-0.4
CCOC(=O)N1CCC(n2c(SCC(=O)N3CCN(c4ccccc4OC)CC3)nc3ccccc3c2=O)CC1	2	-6	-0.1	0.2
CC(C)(C)n1ncc2c(=O)n(CCC(=O)N3CCN(c4ccccc4)CC3)cnc21	-11	5	0.3	2.9
CCc1[nH]n2c(=O)cc(C)nc2c1-c1ccc(OC)cc1	5	3	0.6	-0.7
O=S(=O)(c1cccc2nsnc12)N1CCN(c2cccc(Cl)c2)CC1	4	16	0.8	-2.7
O=C(Nc1ccc(Cl)cc1)N1CC=CCC1	-37	5	0.1	1.7
CC1=CC(C)(C)N2C(=O)C3(C(C#N)=C(N)Oc4cc(C)oc(=O)c43)c3cc(C)cc1c32 (stereo not given)	14	15	-0.1	1.0
O=C(c1nc2ccccn2c1CN1CCN(C2CCCC2)CC1)N1CCCC1	0	-11	0.0	-0.6
CCOC(=O)c1c(NC(=O)c2cccnc2)sc(C(=O)OC)c1C	1	1	0.1	-0.7
CC(CC(=O)N1CCN(c2ccccc2Cl)CC1)n1ccnc1 (stereo not given)	8	-7	-0.1	3.2
N#Cc1ccccc1OCc1nc2ccccc2[nH]1	-37	6	0.1	-1.1
Cc1cccc(N2CCN(S(=O)(=O)CCNC(=O)Cc3cccs3)CC2)c1	12	-1	-0.2	-1.1

Random draw from the library; any-hit rate near 3.4%.
